D2 ag = HTS Assay for Allosteric Agonists of the Human D2 Dopamine Receptor: Primary Screen for Agonists; AID 485358, 2010; HEK293 T-REx D2 cells, calcium flux agonist mode; hit rate 0.53% among 340,000; D(2) dopamine receptor (Homo sapiens), P14416; activation, % at 2 µM;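 active means activation over 3 SD above normal in the single-dose calcium agonist read, cut at about 30% in these data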; further: 0% is about no effect
Target sequence (P14416 whole entry, looked up): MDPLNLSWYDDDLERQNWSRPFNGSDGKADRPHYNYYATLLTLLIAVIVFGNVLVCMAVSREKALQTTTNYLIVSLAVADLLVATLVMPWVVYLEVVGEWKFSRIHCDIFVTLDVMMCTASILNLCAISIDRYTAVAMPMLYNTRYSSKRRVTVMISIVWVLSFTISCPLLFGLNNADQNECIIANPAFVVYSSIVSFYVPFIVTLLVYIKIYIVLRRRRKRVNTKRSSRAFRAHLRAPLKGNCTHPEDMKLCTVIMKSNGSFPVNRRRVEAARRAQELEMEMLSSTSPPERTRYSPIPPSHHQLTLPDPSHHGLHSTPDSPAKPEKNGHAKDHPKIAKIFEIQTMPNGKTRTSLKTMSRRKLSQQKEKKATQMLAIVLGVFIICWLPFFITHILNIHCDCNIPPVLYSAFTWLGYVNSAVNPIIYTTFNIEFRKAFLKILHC
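Tetracycline-induced HEK293 Trex cells with D2 receptor force-coupled to calcium signaling, plated overnight at 30 C and loaded with no-wash calcium dye. Calcium flux read kinetically for 180 s after compound addition; responses flag agonists.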
D2 antagonist = HTS Assay for Allosteric Antagonists of the Human D2 Dopamine Receptor: Primary Screen for Antagonists; D(2) dopamine receptor (Homo sapiens), P14416; HEK293 TREx D2 cells, calcium flux, dopamine EC80; inhibition, % at 10 µM; hit rate 2% among 340,000; AID 485344, 2010; in the data active means inhibition above about 30%; further: 0% is about no effect
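In this primary screen, negative modulation is detected by tracking calcium flux after an EC80 dopamine challenge in inducible HEK293 T-REx D2 cells preexposed to test compound for 180 s.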
LDHA inh = qHTS assay for inhibitors of human lactate dehydrogenase; purified LDHA, NADH/diaphorase-resazurin fluorescence; active compounds read low; AID 1347041, 2019; L-lactate dehydrogenase A chain (Homo sapiens), P00338; hit rate 0.15% among 480,000; activity change, % (values are at about 110 or 230 µM); in the data active means activity change below about -30%; inconclusive means mostly about -25% to -30%;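 further: plate controls were DMSO wells for no effect and wells without enzyme for full effect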
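Enzyme activity of human lactate dehydrogenase 5 (2 nM; 0.06 mM NADH, 0.2 mM pyruvate, 5 min, RT) is measured via a resazurin/diaphorase fluorescence readout of residual NADH.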
12-LOX inh = Primary qHTS assay for inhibitors of human arachidonate 12S-lipoxygenase (ALOX12): Round 2. purified 12hLO, xylenol orange hydroperoxide absorbance. Potency, µM (doses to about 108 µM), for the others: at the highest dose activity change, negative = inhibition, hits mostly inhibitors. Polyunsaturated fatty acid lipoxygenase ALOX12 (Homo sapiens), P18054. hit rate 1.1% among 580,000; further: potency means the concentration at half of the fitted maximal effect; on the % scale 0 is the no-effect control and ±100 the full control effect
Target sequence (P18054 whole entry, looked up): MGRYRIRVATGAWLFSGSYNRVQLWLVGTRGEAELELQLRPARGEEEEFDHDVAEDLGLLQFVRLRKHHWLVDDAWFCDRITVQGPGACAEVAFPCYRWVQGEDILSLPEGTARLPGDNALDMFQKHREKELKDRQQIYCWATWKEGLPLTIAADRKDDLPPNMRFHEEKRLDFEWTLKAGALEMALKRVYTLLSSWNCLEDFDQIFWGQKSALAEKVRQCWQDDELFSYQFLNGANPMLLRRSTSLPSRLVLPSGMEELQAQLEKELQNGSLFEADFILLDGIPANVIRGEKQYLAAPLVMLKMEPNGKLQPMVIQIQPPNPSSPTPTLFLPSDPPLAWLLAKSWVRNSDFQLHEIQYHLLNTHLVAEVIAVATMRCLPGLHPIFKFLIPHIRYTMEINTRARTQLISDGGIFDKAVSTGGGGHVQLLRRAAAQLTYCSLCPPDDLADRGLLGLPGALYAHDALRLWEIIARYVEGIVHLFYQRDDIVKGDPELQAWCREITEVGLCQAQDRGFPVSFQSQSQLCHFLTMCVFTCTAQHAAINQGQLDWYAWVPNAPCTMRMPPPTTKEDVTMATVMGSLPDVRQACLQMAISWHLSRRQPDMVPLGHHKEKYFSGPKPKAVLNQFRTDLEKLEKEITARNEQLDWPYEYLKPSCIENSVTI
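Purified human 12hLO at 150 nM in 25 mM Hepes, 0.01% Triton X-100, pH 7.0, preincubated 15 min at room temperature with compound. Reaction started with 40 uM arachidonic acid, 30 min at room temperature. Hydroperoxide measured by Fe-xylenol orange, 573/405 nm absorbance ratio.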
RGS4 inhibitor = Inhibitors of Regulator of G Protein Signaling (RGS) 4: qHTS. Potency, µM (titrated, usually from 114 µM), without a hit: top-dose activity change, negative = inhibition, actives largely listed as inhibitors. Regulator of G-protein signaling 4 (Homo sapiens), P49798. Transcreener GDP fluorescence polarization, RGS4-accelerated GTP hydrolysis. hit rate 0.039% among 390,000; further: potency means the concentration at half of the fitted maximal effect; on the % scale 0 is the no-effect control and ±100 the full control effect; nearly all actives have a fitted effect of over 75% in size; some results filed as inactive show a strong effect at the top dose
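MLSMR compounds (23 nl, pin-transferred) preincubated 10 min at room temperature with a 500nM (2x) first reagent, then RGS4 at 900nM (2x) plus Transcreener GDP mix added; fluorescence polarization (620/688 nm) read before and after 90 min at 30 °C.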
GRP78 ERSR act = qHTS for Inducers of the Endoplasmic Reticulum Stress Response (ERSR) in Human Glioma: qHTS. U87-MG GRP78 promoter luciferase reporter, 16 h. Potency, µM, inactives show top-dose activation, hits mostly activators. hit rate 0.02% among 420,000; further: potency means the concentration at half of the fitted maximal effect; series mostly up to about 76 µM; % of control where 0% means no effect; nearly all actives have a fitted effect of over 35% in size
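Stably transfected U87-MG human glioma cells carrying a GRP78-based luminescent sensor were seeded at 1000 cells/well, pin-dosed with compounds and incubated 16 h. Luciferase reagent was then added, and end-point luminescence was read after 10 min at room temperature.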
Vif-A3G inh = qHTS for Inhibitors of Vif-A3G Interactions: qHTS. HeLa A3G-eYFP + Vif (tagged APOBEC3G with the HIV-1 protein that degrades it), YFP fluorescence, overnight. Potency, µM (doses to about 46.1 µM), inactives show top-dose activity, negative = active, usual class: inhibitors. hit rate 0.076% among 410,000. AID 602310, 2012;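 further: potency means the concentration at half of the fitted maximal effect; on the % scale 0 is the no-effect control and ±100 the full control effect; nearly all actives have a fitted effect of over 60% in size; hits raise eYFP signal because A3G escapes Vif-driven loss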
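Read-out is eYFP fluorescence (Ex 488/Em 500-530) from Vif-expressing HeLa A3G-eYFP cells; more signal means A3G escaped Vif-mediated degradation. Cells plated overnight, compound pinned in, incubated overnight at 37 deg C.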
Starred values were filed as active, the others as inactive; i = inactive; ? = inconclusive; . = not tested or not shown; & = joins results of further samples; [ ] = dose if it differs, or a comment. Unless noted, the call rests on the fitted dose curve; in most records, active means well fitted curve in the direction sought with a large enough effect; inconclusive means small, poorly fitted or top-dose-only effect, or another doubt; inactive means no such curve, though single readings can be large; an effect the other way counts as inactive or inconclusive.

SMILES	D2 ag	D2 antagonist	LDHA inh	12-LOX inh	RGS4 inhibitor	GRP78 ERSR act	Vif-A3G inh
CC1=C2C(=O)C3C(CC=C4C[C@@H](O)CC[C@@]43C)[C@@H]2CC[C@]12O[C@@H]1C[C@H](C)CN[C@H]1C2C (some centres undefined)	.	.	.	.	.	-2.6%	.
CC(=O)CC(c1ccccc1)c1c(O)c2ccc(O)cc2oc1=O (centres undefined)	.	.	.	.	.	-5.0%	.
COC(=O)C1C(c2ccccc2)C2C(=O)c3c(OC)cc(OC)cc3O[C@@]12c1ccc(OC)cc1 (some centres undefined)	.	.	.	.	.	-4.3%	.
c1cc2c(c(NC3=NCCN3)c1)CCCC2	.	.	.	.	.	-2.1%	.
c1ccc(-c2cc3c(nc2-c2ccccc2)CCNC3)cc1	.	.	.	.	.	-4.5%	.
CC12CCC(=O)CC1CCC1C2CCC2(C)C1CCC2(C)O (centres undefined)	.	.	.	.	.	-3.8%	.
CCC1C2CC3C4N(C)c5ccccc5[C@]45CC(C2C5O)N3C1O (some centres undefined)	.	.	.	.	.	-5.5%	.
NCC(N)C(=O)c1ccccc1 (centres undefined)	.	.	.	.	.	0.2%	.
COC1(C)CC(c2ccccc2)c2c(c3ccccc3oc2=O)O1 (centres undefined)	.	.	.	.	.	-1.9%	.
COC(=O)c1ccc2[se]c(CC3CCCCC3)c(I)c2c1	.	.	.	.	.	0.4%	.
O=C1C(Cl)=C(Cl)C(=O)C(Cl)=C1Cl	.	.	.	.	.	-11.1%	.
COc1ccc2[nH]cc(CCN(C(C)C)C(C)C)c2c1	.	.	.	.	.	-4.3%	.
N[C@@H](Cc1cc(Br)c(O)c(Br)c1)C(=O)O	0.2	-11.6	.	.	.	.	.
CN1CC[C@]2(c3cccc(O)c3)Cc3nc4ccccc4cc3C[C@H]2C1	-1.1	40.5*	.	.	.	.	.
C=CCN(CC#CCOc1ccccc1OC)CC=C	-0.8	16.4	.	.	.	.	.
O=[N+]([O-])c1cc(F)c(N2CCCC2)cc1N1CCNCC1	-0.3	6.6	.	.	.	.	.
Cc1nc2ccc(P(=O)(O)O)cc2s1	2.4	-1.3	.	.	.	.	.
CCOC(=O)c1ccc(NC(=O)C2C3C=CC(O3)C2C(=O)O)cc1 (centres undefined)	0.3	-10.9	.	.	.	.	.
CC1CCN(S(=O)(=O)c2ccc(NN=C(C#N)C#N)cc2)CC1	-0.4	-5.3	.	.	.	.	.
COc1ccc(-c2csc(NC(=O)COC(=O)Cc3ccccc3)n2)cc1OC	-0.7	7.9	.	.	.	.	.
Oc1ccc2c3c1O[C@H]1c4[nH]c5ccccc5c4C[C@@]4(O)C(C2)N(CC2CC2)CC[C@]314	-0.5	-0.8	.	.	.	.	.
Cc1ccc2c(c1)=C/C(=C\c1c(O)[nH]c(=S)[nH]c1=O)C(=O)N=2	0.4	11.9	.	.	.	.	.
COCCNP(=O)(c1ccccc1)c1nc2ccccc2s1 (centres undefined)	1.8	-0.9	.	.	.	.	.
C[C@]12CCC(=O)C[C@H]1CC[C@@H]1[C@@H]2CC[C@]2(C)[C@@H](O)CC[C@@H]12	-0.2	-13.9	.	.	.	.	.
O=[N+]([O-])c1cc(-c2ccc([As](=O)(O)O)cc2)ccc1[As](=O)(O)O	0.2	11.4	.	.	.	.	.

Taken from above.
N[C@@H](Cc1cc(Br)c(O)c(Br)c1)C(=O)O – D2 ag: 0.2
C=CCN(CC#CCOc1ccccc1OC)CC=C – D2 antagonist: 16.4
CCOC(=O)c1ccc(NC(=O)C2C3C=CC(O3)C2C(=O)O)cc1 (centres undefined) – D2 ag: 0.3
Cc1ccc2c(c1)=C/C(=C\c1c(O)[nH]c(=S)[nH]c1=O)C(=O)N=2 – D2 antagonist: 11.9
NCC(N)C(=O)c1ccccc1 (centres undefined) – GRP78 ERSR act: 0.2%

(cont.)
SMILES	D2 ag	D2 antagonist	LDHA inh	12-LOX inh	RGS4 inhibitor	GRP78 ERSR act	Vif-A3G inh
C/C(=N\N1CCCCCC1)c1c(O)n(C)c(=O)n(C)c1=O	1.1	-3.8	.	.	.	.	.
CC(C)(O)[C@@H]1C2OC(=O)[C@@H]1[C@]1(O)C[C@H]3O[C@]34C(=O)O[C@H]2[C@]14C (tested in a mixture with another compound)	.	.	.	.	19.3%[56.9 µM]	-2.6%	.
CC1(C(=O)O)C2CCC(O2)C1(C)C(=O)O (centres undefined)	.	.	.	.	-4.6%[56.9 µM]	-8.3%	.
NCCCP(=O)(O)O	.	.	.	.	-9.0%[56.9 µM]	-5.5%	.
CCCN(CCC)[C@H]1CCc2c(F)ccc(O)c2C1	.	.	.	.	-8.2%[56.9 µM]	-6.3%	.
CCCCC/C=C\C/C=C\C/C=C\C/C=C\CCCC(=O)NCCO	.	.	.	.	i	-2.7%&-6.7%	.
COc1ccc2c(c1)C13CCCCC1C(C2)N(C)CC3 (centres undefined)	.	.	.	.	20.8%[56.9 µM]	-1.9%	.
CCn1cnc2c(Nc3cccc(Cl)c3)nc(N[C@@H]3CCCC[C@@H]3N)nc21	.	.	.	.	-19.3%[56.9 µM]	-14.8%	.
CC[C@@]1(O)C(=O)OCc2c1cc1n(c2=O)-c2cc3ccccc3nc2C1	.	.	.	.	?	-1.1%&-0.6%&0.2%	.
CCCC[N+]1(C)C2CC(OC(=O)[C@H](CO)c3ccccc3)CC1C1OC12 (some centres undefined)	.	.	.	.	-2.1%[56.9 µM]	-3.1%	.
C[C@]12CCC3C(CC[C@]4(O)C[C@@H](O)CC[C@]34C=O)[C@@]1(O)CC[C@@H]2C1=CC(=O)OC1 (some centres undefined)	.	.	.	.	i	-6.0%	.
CC(C)C[C@H]1C(=O)N2CCCC2[C@]2(O)O[C@](NC(=O)[C@@H]3C=C4c5cccc6[nH]c(Br)c(c56)C[C@H]4N(C)C3)(C(C)C)C(=O)N12 (some centres undefined)	.	.	.	.	490.0%[activator][56.9 µM]	-2.8%	.
COc1ccc(C(=O)CN2CCOCC2)cc1	.	.	.	.	.	-1.8%	0.6%
ClCCN(CCCl)/C(=C\c1ccccc1)c1ccnc2ccccc12	.	.	.	.	.	1.5%	-4.2%
C[n+]1cc(P(=S)(c2ccccc2)c2ccccc2)n2ccccc21	.	.	-14.8	.	.	.	.
CN(Cc1cccc(-c2ccncc2)c1)C(=O)Oc1ccc([N+](=O)[O-])cc1	.	.	-7.2	.	.	.	.
Cn1cc(P(=S)(c2ccccc2)c2ccccc2)c2ccccc21	.	.	6.6	.	.	.	.
NC(=O)CS(=O)C(c1ccccc1)c1ccccc1 (centres undefined)	-1.2	-2.8	.	.	.	0.1%&-4.8%	.
CCN(C(C)=O)c1cccc(-c2ccnc3c(C#N)cnn23)c1	1.1	8.3	.	.	.	-2.8%	.
O=C(NC1CCCCC1)[C@H]1CN2CC[C@H]1C[C@@H]2Cn1cc(CCO)nn1	.	.	.	30.7%[176 µM]	.	.	.
CC(C)NC1CNC1	.	.	.	43.0%[activator][365 µM]	.	.	.
COc1ccc(CC(=O)N2CCCN(C)C3(CCN(C)CC3)C2)cc1OC	.	.	.	-18.8%	.	.	.
COc1cc2c(cc1OC1CCCC1)NC(=O)C21CCN(Cc2ccccc2)CC1	.	.	.	-11.4%[176 µM]	.	.	.
O=C(c1ccccc1)N1C[C@@H]2C[C@H](C1)c1ccc(C3CCCCC3)c(=O)n1C2	.	.	.	-19.8%[176 µM]	.	.	.
COc1ccc(NC(=O)NC[C@H]2C[C@@H]3CCN2C[C@@H]3c2cc(-c3ccccc3)nn2C)cc1	.	.	.	-14.2%	.	.	.

The list continues:
SMILES	D2 ag	D2 antagonist	LDHA inh	12-LOX inh	RGS4 inhibitor	GRP78 ERSR act	Vif-A3G inh
COCCN1CCC(N2CCN(C(=O)Cc3c(F)cccc3Cl)CC2)C1=O (centres undefined)	.	.	.	81.2%[activator]	.	.	.
CCOP(=S)(OCC)SCSCC	.	.	.	?	.	.	.
COC(=O)C1C(c2ccc(F)cc2)CC2CCC1N2C (centres undefined)	.	.	.	-22.1%	.	.	.
CNCC(=O)N1CC(COC)C2(CCNCC2)C1 (centres undefined)	.	.	.	38.6%[activator]	.	.	.
O=S(=O)(NC[C@H]1C[C@@H]2CCN1C[C@@H]2CN1CCCCC1)c1ccc(Cl)cc1	.	.	.	?	.	.	.
Cc1nc(-c2ccco2)cc([C@H]2CN3CC[C@H]2C[C@@H]3CNC(=O)C2CCC2)n1	.	.	.	15.8%[176 µM]	.	.	.
COC(=O)C1C(c2ccc(Cl)cc2)CC2CCC1N2C (centres undefined)	.	.	.	-7.8%	.	.	.
COc1cccc2c1NC1(c3ccccc3)c3ccccc3-n3nncc3CN1C2=O (centres undefined)	.	.	.	?	.	.	.
CC(=O)NC[C@H]1C[C@@H]2CCN1C[C@@H]2c1cc(-c2cccs2)nn1C	.	.	.	59.7%[activator][176 µM]	.	.	.
C=C1C(=O)OC2CC3(C)OC3C3OC3C3=CC(OC3=O)C12 (centres undefined)	.	.	.	19.0%	.	.	.
O=C(Nc1ccc2n(c1=O)C[C@H]1C[C@@H]2CN(C(=O)NC2CCCCC2)C1)c1ccccn1	.	.	.	74.8%[activator]	.	.	.
O=C1CO[C@H]2CN(Cc3ncc[nH]3)C[C@H]2N1Cc1cccnc1	.	.	.	68.3%[activator][176 µM]	.	.	.
CC[C@H]1CN2CC[C@H]1C[C@@H]2CNC(=O)CCC(=O)O	.	.	.	7.9%[176 µM]	.	.	.
COc1ccc([C@@H]2CN(C(=O)C(=O)c3ccco3)[C@@H]3C4CCN(CC4)[C@@H]32)cc1	.	.	.	9.9%	.	.	.
COc1ccc(-c2cccc3c2CCNC3)cc1OC	.	.	.	30.4%[activator]	.	.	.

Two records picked at random from the list so far, as already listed:
SMILES	D2 ag	D2 antagonist	LDHA inh	12-LOX inh	RGS4 inhibitor	GRP78 ERSR act	Vif-A3G inh
COc1ccc2c(c1)C13CCCCC1C(C2)N(C)CC3 (centres undefined)	.	.	.	.	20.8%[56.9 µM]	-1.9%	.
COC(=O)c1ccc2[se]c(CC3CCCCC3)c(I)c2c1	.	.	.	.	.	0.4%	.

This is a subset; the hit share may differ from the screen's.
